hK5 inh: human KLK5 protease inhibitors, primary screen, biochemical, 1536-well. inhibition, % at 5 µM. recombinant hK5, fluorogenic AMC substrate cleavage. 210,000 tested, 0.59% active;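 active = inhibition of 40% or more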;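 also: 0% = enzyme controls without compound and 100% = no-enzyme blanks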
Runt-SMMHC FRET: inhibitors of RUNX1 Runt–CBFb-SMMHC binding, primary screen, biochemical, FRET, Cerulean-Runt, Venus-CBFb-SMMHC, uHTS; inhibition, % at 20 µM; 220,000 tested, 0.74% active; Cerulean-Runt/Venus-CBFb-SMMHC FRET ratio 530/480, 1 h;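 active = mean inhibition across duplicate retests at 20 µM reaching about 50%, limit read from the data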;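 also: 0% = DMSO wells and 100% = wells with excess untagged CBFb-SMMHC; inhibitors lower the FRET ratio by blocking Runt binding to CBFb-SMMHC; some results filed as inactive read as strong as hits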
thrombin 1536: human alpha-thrombin inhibitors, primary screen, counter-screen for coagulation protease inhibitor project, biochemical, 1536-well, fluorogenic AMC substrate; Prothrombin (Homo sapiens), P00734; Boc-VPR-AMC fluorogenic substrate cleavage; inhibition, % at 5 µM; 220,000 tested, 0.26% active; AID 1046, 2008;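 active = inhibition at or above 40%; inactive = inhibition below 40%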;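 also: 0% = enzyme with no compound and 100% = wells without enzyme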
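System – human alpha-thrombin protein · Reagent – Boc-VPR-AMC substrate, 15 µM final · Compound – 5 µM single dose in 0.2% DMSO · Schedule – reaction at room temperature · Technique – AMC fluorescence at 355 nm excitation and 460 nm emission · Read-out basis – % inhibition relative to enzyme controls and enzyme-free blanks · Control set – no-compound enzyme wells and no-enzyme blanks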
Wee1 degr inh: Wee1 degradation inhibitors, primary screen, cell-based, HeLa, Wee1K328M-luciferase, luminescence | AID 1321, 2008 | Wee1-like protein kinase (Homo sapiens), P30291 | HeLa Luc-Wee1K328M stability; 100% = proteasome inhibitor MG132 effect | 220,000 tested, 1.2% active | reporter increase, % at 5 µM;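 active = activation above the mean of all tested compounds plus 3 SD, set per screening run, cut at about 8.8% in these data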;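 also: cells exposed to compound for 20 h before luminescence read; 0% = DMSO alone and 100% = MG132 at 30 µM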
FXIIa inh: human FXIIa protease inhibitors, primary screen, biochemical, 1536-well. purified FXIIa, Boc-QGR-AMC fluorogenic substrate, 2 h. inhibition, % at 5 µM. 220,000 tested, 0.3% active; in the data active = inhibition above about 40%;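 also: 0% = enzyme with no compound and 100% = blank without enzyme; many of its hits are not listed in these tables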
Hck Nef HTS: inhibitors of Nef-activated human Hck kinase, primary screen, biochemical, Z-Lyte FRET, 384-well, Hck-YEEI | Tyrosine-protein kinase HCK (Homo sapiens), P08631 | Recombinant Hck-YEEI plus Nef, Z-Lyte FRET kinase assay | inhibition, % at 20 µM | 220,000 tested, 0.68% active | AID 463187, 2010;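 active = Hck-Nef kinase inhibition above about 50%, limit read from the data; inactive = inhibition below that limit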;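 also: 0% = DMSO with Hck plus Nef and 100% = Hck alone without Nef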
FXIa inh: human FXIa protease inhibitors, primary screen, biochemical, 1536-well; Coagulation factor XI (Homo sapiens), P03951; purified FXIa, Boc-Glu-Ala-Arg-AMC fluorogenic substrate; inhibition, % at 5 µM; 220,000 tested, 0.14% active;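 active = inhibition of at least 40%; inactive = inhibition below 40%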;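 also: fluorescence of freed AMC excited at 355 nm; 0% = enzyme without compound and 100% = no enzyme blank; many of its hits are not listed in these tables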
Target sequence (P03951 19-387 limits assumed): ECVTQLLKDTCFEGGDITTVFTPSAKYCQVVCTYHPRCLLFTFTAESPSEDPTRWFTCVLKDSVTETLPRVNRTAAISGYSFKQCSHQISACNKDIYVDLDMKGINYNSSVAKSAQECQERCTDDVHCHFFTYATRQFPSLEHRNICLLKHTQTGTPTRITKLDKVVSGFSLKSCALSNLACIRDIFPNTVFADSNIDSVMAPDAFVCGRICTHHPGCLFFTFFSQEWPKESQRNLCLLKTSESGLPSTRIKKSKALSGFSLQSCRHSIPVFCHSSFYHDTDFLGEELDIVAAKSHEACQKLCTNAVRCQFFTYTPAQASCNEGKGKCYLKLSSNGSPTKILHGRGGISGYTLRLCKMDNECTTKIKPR
Target sequence (P03951 388-625 limits assumed): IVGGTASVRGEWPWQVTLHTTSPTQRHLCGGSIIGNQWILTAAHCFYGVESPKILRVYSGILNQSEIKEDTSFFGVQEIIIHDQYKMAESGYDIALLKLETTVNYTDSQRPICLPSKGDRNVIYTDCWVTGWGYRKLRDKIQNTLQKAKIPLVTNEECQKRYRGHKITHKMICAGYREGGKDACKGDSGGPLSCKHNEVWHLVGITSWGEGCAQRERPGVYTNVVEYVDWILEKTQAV
14-3-3 Bad inh: inhibitors of 14-3-3 zeta/Bad binding, primary screen, biochemical, TR-FRET, bovine 14-3-3 zeta. AID 781, 2007. TR-FRET 14-3-3zeta/Dy647-pBad peptide displacement, 1 h. 14-3-3 protein zeta/delta (Bos taurus), P63103. 220,000 tested, 0.71% active. inhibition, % at 21.7 µM;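 active = inhibition above about 70%, limit read from the data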;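 also: 0% = full 14-3-3 plus peptide FRET controls and 100% = background without 14-3-3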
Target sequence (P63103 whole entry, looked up): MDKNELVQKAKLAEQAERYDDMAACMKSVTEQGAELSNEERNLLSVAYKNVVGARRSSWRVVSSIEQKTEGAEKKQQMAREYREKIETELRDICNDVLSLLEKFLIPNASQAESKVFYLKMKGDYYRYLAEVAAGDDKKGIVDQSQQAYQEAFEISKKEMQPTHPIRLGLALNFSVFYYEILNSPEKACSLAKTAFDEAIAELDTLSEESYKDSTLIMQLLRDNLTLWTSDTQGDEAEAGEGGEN
Runt-CBFb FRET: inhibitors of RUNX1 Runt–CBFb binding, primary screen, biochemical, FRET, Cerulean-Runt, Venus-CBFb, uHTS; Runt-related transcription factor 1 (Homo sapiens) + Core-binding factor subunit beta …; Cerulean-Runt/Venus-CBFb FRET ratio 530/480, 1 h; inhibition, % at 20 µM; 220,000 tested, 0.46% active;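 active = inhibition over about 50% at 20 µM in the single-dose screen, limit read from the data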;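 also: 0% = DMSO wells and 100% = excess unlabeled CBFb competitor control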
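Schedule: protein complex preformed 1 h, compound exposure 1 h, room temperature, dark; test system: Cerulean-labeled Runt domain protein; amount: 100 nM per protein; buffer or medium: Tris 50 mM pH 7.5, KCl, K2SO4, 0.01% BSA; read-out: loss of energy transfer signal; detection: FRET fluorescence; controls: 5 µM unlabeled CBFb as full-inhibition high control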
The depositor's hits bear a star; / = not tested or not shown; [ ] = another dose, or the depositor's remark. No enrichment for hits. About 4.2% of those tested had a hit in this group.

SMILES	hK5 inh	Runt-SMMHC FRET	thrombin 1536	Wee1 degr inh	FXIIa inh	Hck Nef HTS	FXIa inh	14-3-3 Bad inh	Runt-CBFb FRET
Cc1cc(C)nc(Oc2ccc([N+](=O)[O-])cc2)n1	-7.0	-7.5	-1.8	2.9	-1.4	-8.5	-3.1	-3.3	-3.3
O=C(NNC(=O)c1cc2cc3ccccc3nc2s1)c1cccc(C(F)(F)F)c1	-62.4	11.3	5.2	-0.1	11.2	1.8	14.0	0.6	2.5
CCOC(=O)c1c(NC(=O)CSc2nnc(C)c(=O)[nH]2)sc(C)c1-c1ccc(C)cc1	9.6	-0.9	1.0	-0.2	9.9	16.5	2.6	4.5	-15.2
Cc1ccc(S(=O)(=O)C(CCC(=O)N2CCOCC2)S(=O)(=O)c2ccc(C)cc2)cc1	-24.4	1.5	3.7	3.1	-6.2	1.4	-9.8	-10.3[fluorescence artefact?]	-1.0
Nc1[nH]ncc1C(=O)Nc1cccc(C(F)(F)F)c1	-13.5	-3.0	0.8	0.9	11.0	0.7	0.4	-3.7	-2.2
Cc1ccc(NCN2C(=O)c3ccccc3C2=O)c(C)c1	3.3	-0.9	-0.2	-0.2	15.1	0.9	11.2	0.6	1.2
O=C(COC(=O)CCc1c[nH]c2ccccc12)Nc1cc([N+](=O)[O-])ccc1Cl	-22.3	4.5	-0.2	-2.7	22.8	3.1	20.5	-15.4	-0.3
O=c1[nH]c(NCc2ccccc2)nc2c1CCC2	-2.8	-6.6	2.7	-3.0	2.9	0.0	2.5	-0.9	-0.8
CC(=O)O[C@@H]1[C@H]2[C@@H](C[C@@H](C)[C@@H]3CCC(=O)[C@@]13C)OC(=O)[C@@H]2C	2.6	3.6	1.5	/	10.7	26.6	2.2	-4.5	0.2
CC(=O)Nc1ccc(S(=O)(=O)NCc2cn3ccsc3n2)cc1	-9.6	-2.5	-1.8	2.7	1.8	-1.9	-6.0	-0.7	-1.7
Cc1ccc(CNC(=O)CC2Sc3ccccc3NC2=O)cc1 (stereo not drawn)	-6.1	1.2	-12.3	-0.7	-1.1	14.9	-6.1	-5.2	-0.8
COc1cccc(C(=O)SC2=NCCS2)c1	60.0*	2.8	13.7	-1.2	22.1	-0.7	21.1	2.1[fluorescence artefact?]	-0.9
CCCn1nnnc1-c1ccc(Cl)cc1	11.1	0.0	-10.2	-2.0	-2.0	2.3	3.2	-2.5	9.8
COc1ccc(C=O)cc1Cn1cnc2c(cnn2C)c1=O	-13.0	-2.9	2.5	-1.5	2.3	-5.4	-1.8	9.8	2.5
Cc1ccc(S(=O)(=O)NC(CC(=O)n2nc(C)cc2C)c2ccccc2)cc1 (stereo not drawn)	3.1	0.1	0.0	0.1	15.5	9.2	-0.8	8.4	0.3
CC(C)=NOC(=O)c1c(C)noc1-c1snnc1C	-2.1	-4.2	-10.9	0.6	4.2	8.1	-3.9	3.2	3.3
COc1ccccc1N(CC(=O)NCCSc1ccccc1)S(C)(=O)=O	-7.3	-2.3	-4.0	-0.8	16.6	0.8	7.8	1.7	-0.3
COc1ccc(Cl)cc1NC(=O)CN(C)C(=O)CNC(=O)C12CC3CC(CC(C3)C1)C2	-0.8	-5.3	0.2	1.7	8.6	-2.2	-1.8	-6.1[fluorescence artefact?]	-4.6
COc1ccc(N/C=C(\C(C)=O)c2ccc(OC)c(OC)c2)cc1OC	4.8	-3.6	1.8	-1.4	10.3	16.1	1.4	0.2	2.2
O=C(CN(C(=O)CSc1nc2ccccc2o1)c1ccccc1)NC1CCCCC1	1.6	1.8	-3.7	-0.9	17.3	2.3	5.0	6.4	-2.3
COc1ccc(C(C)C)cc1S(=O)(=O)Nc1ccncc1	26.3	2.5	45.8*	6.6	22.6	17.1	25.6	38.3	-1.7
CCOc1ccccc1NC(=O)C1CCN(C(=O)c2cccs2)CC1	-6.6	0.8	-4.6	2.4	1.9	20.2	-5.0	-5.7	-0.2
Cc1cccc(OCC(O)CN2CCN(C3CCCCC3)CC2)c1 (stereo not drawn)	-33.0	1.8	1.1	-2.5	4.1	-2.2	4.7	27.3	1.0
CC(=O)/C(N=Nc1ccc(OC(F)(F)F)cc1)=C(\C)O	-0.9	-0.2	-6.0	-2.1	2.8	8.2	-2.5	-2.7	-0.6
CCCCNC(=O)c1ccc(CNc2c(N3CCC(C(=O)OCC)CC3)c(=O)c2=O)cc1	-2.1	3.9	-3.0	0.9	4.2	-1.7	-12.5	-5.0	-3.8
Cc1ccc(OCC(=O)Nc2ccc(O)c(C(=O)O)c2)cc1C	0.8	-3.2	-6.0	1.3	3.4	9.1	-5.1	30.7	-1.1
N#CCSCC(=O)Nc1ccc(Br)cc1	-2.3	-0.6	-3.0	1.6	5.8	1.8	-4.4	-2.1	-0.9
CC(=O)NNC(=S)NC(=O)c1cccc([N+](=O)[O-])c1	-66.5	5.6	8.0	-1.7	0.8	2.9	1.7	-4.2	33.9
CCNC(=O)C(=O)NCc1ccncc1	-5.2	-5.3	/	-1.6	1.1	18.4	0.0	-3.9	7.8
Cc1ccccc1NS(=O)(=O)c1cc(C(=O)NCCC2=CCCCC2)ccc1Cl	-12.9	0.9	0.7	0.9	14.4	0.9	4.0	-0.1	2.0
CC(C)(C)c1ccc(CCC2OCC(C[N+]3(C)CCOCC3)O2)cc1 (stereo not drawn)	-1.5	4.7	-13.6	-0.5	1.4	12.8	-4.8	-0.5	-11.9
C#CCNC(=O)C1=C[C@@H](c2ccc(Br)cc2)C[C@@H](OCCCCO)O1	3.7	-8.9	0.6	-0.3	8.2	-7.3	1.9	19.9	-2.3
O=C1c2ccccc2NC(c2ccco2)N1/N=C/c1ccco1 (stereo not drawn)	-5.4	-0.5	0.1	-2.8	-1.7	14.7	-6.2	-5.4	2.8
Cc1cccc(NC(=O)COC(=O)c2cc(C)oc2C)c1	-1.9	-0.3	-0.8	-2.2	5.2	21.0	-3.0	-7.5	0.3
CCCCNC(=O)C1CC(=O)N(C2CCCCC2)C1 (stereo not drawn)	6.7	-8.1	-2.0	-2.9	9.2	0.9	-15.9	1.6	-0.9
O=C1/C(=C/c2ccco2)CCc2ccccc21	-9.9	5.4	-2.1	-2.6	24.5	100.1*	21.8	12.8[fluorescence artefact?]	12.8
CCC(C)(C)n1nnnc1CN(Cc1ccco1)Cc1cc2cc3c(cc2[nH]c1=O)OCO3	-74.3	38.0	1.8	-0.1	15.3	2.6	6.9	/	-83.4
CCOC(=O)CSc1ccc(S(=O)(=O)N2CCCCC2)cc1[N+](=O)[O-]	-11.0	-1.0	0.8	-1.4	12.5	0.1	2.6	11.0	0.7
COC(=O)c1ccccc1NC(=O)c1cc(-c2ccc(O)cc2)on1	-15.5	-4.5	-3.7	1.9	5.5	-0.5	-1.7	18.7[fluorescence artefact?]	-2.1
CC(Oc1cc(C(F)(F)F)cc(C(F)(F)F)c1)C(=O)NC(N)=O (stereo not drawn)	-16.1	0.4	3.1	-2.8	16.0	1.7	3.4	-1.5	-0.8
CCN(CC)CCN=C1CCCc2ccccc2N1	-22.8	1.6	2.6	1.2	12.6	2.6	5.9	34.4	-0.7
O=C1OC2CC3CC1CC(O)(C3)C2 (stereo not drawn)	27.5	-4.9	-0.6	-0.1	9.9	7.3	-2.1	0.1	-2.4
CCOC(=O)c1cc2c(nc1NC(=S)Nc1ccccc1)CC(C)(CC)OC2 (stereo not drawn)	14.0	-0.1	20.8	-4.3	9.4	0.4	13.6	-12.3[fluorescence artefact?]	0.7
O=c1ccc2ccccc2o1	7.4	-5.6	0.3	-1.4	16.7	-1.3	5.1	2.9	-0.6
COc1cccc(-n2c(SCC#N)nnc2-c2cnccn2)c1	-4.6	5.6	-3.0	4.8	1.2	-0.2	-18.7	-2.5	0.8
COc1ccc2c(CCNC(=O)c3ccc([N+](=O)[O-])cc3)c[nH]c2c1	-15.4	1.7	0.9	-3.7	8.2	1.6	-3.4	5.1	0.2
Cn1c(=O)oc2cc(S(=O)(=O)N3CCCC(C(=O)N4CCc5ccccc5C4)C3)ccc21 (stereo not drawn)	-5.5	-1.0	-4.9	1.2	8.9	-0.3	0.0	3.9	2.5
O=C(CNC(=O)c1ccccc1)N/N=C/c1cn[nH]c1-c1ccccc1	-12.3	5.1	-7.9	0.0	-1.6	3.3	2.4	-3.9	2.7
CC1CCN(CCOCCSc2ccc(Cl)cc2)CC1	5.2	-3.5	-3.4	-3.8	12.4	18.6	3.4	44.0	0.8
CCOC(=O)c1c(NC(=O)COc2ncnc3sccc23)sc2c1CCC2	-13.6	-0.4	-8.2	1.1	0.3	0.2	-0.3	-8.3[fluorescence artefact?]	1.2
C/C(=N\O)c1ccc2c3ccccc3n(C)c2c1	-2.4	0.3	-3.7	-0.5	-10.3	1.9	-4.3	-12.9[fluorescence artefact?]	-2.3
CCn1c(SCC(=O)Nc2ccccc2N2CCOCC2)nnc1-c1ccccc1O	6.7	-0.2	-5.4	-1.1	-3.7	8.8	-6.3	-7.9	-0.9
COC(=O)CCC(=O)Nc1ccccc1C(=O)Nc1ccccc1	-3.5	-8.9	-4.8	4.0	6.3	1.1	-3.1	-2.9	-0.7
Cc1cc2nnc(SCC(=O)NCc3cccs3)n2c(N)n1	2.6	-3.3	1.6	0.1	14.8	5.0	2.7	13.4	-2.5

By substructure, the compounds so far with a furan ring, fused or not (four)
SMILES	hK5 inh	Runt-SMMHC FRET	thrombin 1536	Wee1 degr inh	FXIIa inh	Hck Nef HTS	FXIa inh	14-3-3 Bad inh	Runt-CBFb FRET
O=C1c2ccccc2NC(c2ccco2)N1/N=C/c1ccco1 (stereo not drawn)	-5.4	-0.5	0.1	-2.8	-1.7	14.7	-6.2	-5.4	2.8
Cc1cccc(NC(=O)COC(=O)c2cc(C)oc2C)c1	-1.9	-0.3	-0.8	-2.2	5.2	21.0	-3.0	-7.5	0.3
O=C1/C(=C/c2ccco2)CCc2ccccc21	-9.9	5.4	-2.1	-2.6	24.5	100.1*	21.8	12.8[fluorescence artefact?]	12.8
CCC(C)(C)n1nnnc1CN(Cc1ccco1)Cc1cc2cc3c(cc2[nH]c1=O)OCO3	-74.3	38.0	1.8	-0.1	15.3	2.6	6.9	/	-83.4

Bioassay records: PubChem BioAssay, several laboratories
